Bioassay records as filed in PubChem BioAssay.
LGR2 inh: blocks bursicon-induced cAMP signaling via Drosophila LGR2. HEK293 LGR2, CRE-luciferase, bursicon-stimulated, 4 h. inhibition, % at 9.99 µM. actives 0.35% (n = 380,000);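 active = drop in luminescence signal, shown as inhibition above about 50% in the replicate tests, limit read from the data, passing the limit was not always enough; inconclusive = probably only some replicates passing the limit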;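 note: agonist challenge used bursicon conditioned medium at about half maximal strength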
EWS-Fli block: EWS/Fli transcriptional activity inhibition | A673 NR0B1-luciferase reporter, viability-normalised | inhibition, % at 12.6 µM | actives 0.67% (n = 350,000) | AID 651661;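 active = mean inhibition of at least 50% after viability correction, with every replicate also passing that limit; inconclusive = mean reaches 50% but only one of two replicates passes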;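 note: firefly luciferase signal divided by Alamar Blue viability fluorescence both relative to DMSO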
PAX8 inh HTS: PAX8 transcriptional activity inhibition. RMG-I TPO-luciferase reporter, SteadyGlo, 24 h. inhibition, % at 12.6 µM. actives 1.2% (n = 360,000);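 active = mean replicate inhibition at least 60% with every replicate also reaching 60%; inconclusive = only one of the two criteria is met; inactive = mean below 60% and not all replicates reaching 60%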;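 note: luciferase light reporting Pax8 driven TPO promoter activity; plate controls were median of neutral control wells for no effect and mitoxantrone controls for full effect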
ARNT TACC3 PPI: ARNT/TACC3 interaction disruption. AlphaScreen His-ARNT PAS-B/GST-TACC3 binding, luminescence; TACC3 fragment carries E629A point mutation. inhibition, % at 9.99 µM. actives 0.66% (n = 390,000);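 active = mean inhibition of replicates at least 50% and at least half of replicates each reaching 50%; inconclusive = half or more replicates reach 50% but mean below 50%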;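 note: 0% = complete ARNT plus TACC3 wells and 100% = ARNT alone without TACC3; many hits fall short of the cut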
Casp6 inh: inhibitors of human caspase-6; P55212; purified caspase-6, Z-VEID-R110 cleavage fluorescence; inhibition, % at 12.5 µM; actives 0.53% (n = 350,000); AID 686996;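 active = mean inhibition across replicates at least about 35%, with every replicate also reaching that limit, limit read from the data; inconclusive = only one of the two criteria met; inactive = neither criterion met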;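 note: 0% = median of neutral control wells and 100% = no fluorescence left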
Target sequence (P55212 24-179 limits assumed): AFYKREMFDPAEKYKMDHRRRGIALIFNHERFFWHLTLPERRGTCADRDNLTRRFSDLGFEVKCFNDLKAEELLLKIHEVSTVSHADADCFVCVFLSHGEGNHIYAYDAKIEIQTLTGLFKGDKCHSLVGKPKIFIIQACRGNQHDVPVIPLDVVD
Target sequence (P55212 194-293 limits assumed): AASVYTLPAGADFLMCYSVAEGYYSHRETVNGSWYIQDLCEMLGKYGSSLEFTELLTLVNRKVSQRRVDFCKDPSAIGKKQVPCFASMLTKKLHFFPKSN
DENV2 CPE: inhibitors of DENV2 cytopathic effect. DENV2-infected cells, cytopathic effect rescue, plate reader. CPE inhibition, % at 9.99 µM. actives 1.7% (n = 350,000). AID 651640; in the data active = CPE inhibition above about 20%, passing the limit was not always enough; inconclusive = no clear call, values can overlap the other calls; tested in BHK-21 cells;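 note: 0% = median of neutral control wells and 100% = median of positive control wells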
SIRT5 block: blocks human SIRT5 desuccinylation of peptide; Q9NXA8; Purified SirT5, succinyl-peptide AMC, trypsin-coupled fluorescence; inhibition, % at 15 µM; actives 1.1% (n = 330,000); AID 652115; in the data active = inhibition above about 15%; inconclusive = no clear call, values can overlap the other calls
Target sequence (Q9NXA8 whole entry, looked up): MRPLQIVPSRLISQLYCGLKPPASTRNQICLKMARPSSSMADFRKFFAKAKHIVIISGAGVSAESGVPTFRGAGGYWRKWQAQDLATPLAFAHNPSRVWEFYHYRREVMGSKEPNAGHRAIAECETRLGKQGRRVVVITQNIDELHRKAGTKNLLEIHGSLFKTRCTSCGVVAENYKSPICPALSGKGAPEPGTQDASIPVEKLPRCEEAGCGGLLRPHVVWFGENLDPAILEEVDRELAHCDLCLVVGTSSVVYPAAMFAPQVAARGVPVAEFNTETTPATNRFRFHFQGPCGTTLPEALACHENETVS
Active calls of the source: *; ? = inconclusive; . = no result given.

SMILES	LGR2 inh	EWS-Fli block	PAX8 inh HTS	ARNT TACC3 PPI	Casp6 inh	DENV2 CPE	SIRT5 block
O=c1cc(O)c2ccccc2n1Cc1ccccc1F	18.7	13.5	-12.3	-5.0	-2.2	2.3	-6.1
Cc1ccc2nc(NC(=O)c3cc(-c4ccco4)nc4ccccc34)sc2c1	-21.7	-13.1	25.0	0.9	-2.7	1.3	-4.3
CC(/C=N/n1c(COc2ccccc2)n[nH]c1=S)=C\c1ccco1	.	7.7	16.3	-0.2	-0.9	?	-0.1
CCCCn1nc(C(=O)N(C)CC(=O)Nc2ccc(F)c(F)c2F)ccc1=O	3.0	0.6	5.9	-1.2	-1.3	-11.1	8.3
CC1=CC(=O)C2(C)C(C)=C(C)C12C (stereo not given)	-7.1	8.4	3.4	.	.	-5.5	-2.7
C[C@H](CO)N1C[C@H](C)[C@H](CN(C)Cc2ccc(Cl)c(Cl)c2)OCCCC[C@H](C)Oc2ccc(NC(=O)c3ccccc3)cc2C1=O	-4.2	6.2	6.9	5.6	1.4	-1.3	10.9
CN(C(=O)COC(=O)CN1C(=O)C2CC=CCC2C1=O)c1ccccc1 (stereo not given)	5.2	-1.6	3.2	-1.4	7.5	?	-0.2
Cc1ccc[n+](CC(=O)Nc2cccc(Cl)c2)c1	-6.4	3.2	11.9	-14.2	-4.7	9.9	-0.7
COc1cccc(CN2CCNC(=O)C2CC(=O)NCCCC2CCCC2)c1OC (stereo not given)	0.7	-8.5	14.9	1.2	-2.7	1.6	-1.9
Cc1ccc(Cl)cc1NC(=O)COC(=O)c1ccccc1O	4.0	-17.9	10.5	-11.2	-1.2	2.1	-2.2
COCC(=O)N1[C@H](C(=O)NCc2ccccc2)[C@@H](CO)[C@@H]2Cn3c(cccc3=O)[C@@H]21	2.5	0.9	.	3.2	-3.2	-1.8	3.2
CCCNC(=O)N[C@@H]1CC[C@H](CC(=O)NC2CCCCC2)O[C@H]1CO	-5.4	3.3	-2.4	-2.3	6.1	2.5	0.6
Cc1c(CC(=O)O)c(=O)oc2c(C)c(OCc3ccccc3)ccc12	17.8	5.0	-7.0	0.5	-0.8	6.6	-23.8
O=C(NCCc1c[nH]c2ccccc12)c1ccc(Cl)cc1	-96.5	-93.1	-146.5	1.4	-1.8	-0.4	0.6
COc1ccc(-c2c([C@H]3[C@H]4C=CC[C@@H](C)[C@@H]4C(=O)N3Cc3ccccc3)ccc3ccccc23)cc1OC	24.4	8.8	34.7	-1.7	0.1	12.3	0.8
COc1ccc(C)cc1NC(=O)n1ncc2c(C)cccc21	-28.5	-31.4	-18.6	10.4	-1.2	-2.0	-0.5
COc1ccccc1NC(=O)CNC(=O)Cn1cnc2sc(C)c(C)c2c1=O	-6.4	.	10.7	0.0	-6.7	3.7	1.0
CC(=O)c1ccc(OC(C)C)c(CSC(=N)N)c1	-2.7	-3.8	14.8	-2.3	-6.3	-2.0	-3.9
CC(C)C#Cc1cnc2c(c1)C(=O)N([C@@H](C)CO)C[C@@H](C)[C@@H](CN(C)Cc1ccccc1)O2	-62.9	-4.7	.	-7.0	2.8	-2.0	-2.7
O=C(C[C@H]1C=C[C@@H](NC(=O)c2ccc(F)cc2)[C@@H](CO)O1)NCc1ccncn1	-3.9	13.5	2.0	7.2	-1.0	1.6	-1.3
CC(NC(=O)c1ccco1)C(=O)N1CCN(S(=O)(=O)c2ccccc2C#N)CC1 (stereo not given)	0.9	-2.9	-46.0	-1.0	1.3	.	1.7
COc1ccc(C(=O)N2CCN(c3cnn(-c4ccccc4)c(=O)c3Cl)CC2)cc1	-3.3	-3.5	33.1	-3.5	0.9	1.5	6.3
C[C@@H]1CN([C@H](C)CO)C(=O)c2cc(NS(C)(=O)=O)ccc2O[C@H]1CN(C)C(=O)Nc1ccc(C(F)(F)F)cc1	7.8	-4.3	14.5	8.4	1.0	-2.8	-4.6
COc1ccc(OC)c(NC(=O)CN(c2ccc(C(C)C)cc2)S(=O)(=O)c2c(C)noc2C)c1	-2.3	19.8	21.2	-4.6	3.2	1.2	.
O=C(N[C@H]1CC[C@H](CCNS(=O)(=O)c2ccc(F)cc2)O[C@H]1CO)C1CC1	4.2	5.2	5.8	6.5	-1.4	-1.3	2.8
CS(=O)(=O)N1CCCC(C(=O)NCCCN2CCOCC2)C1 (stereo not given)	-1.6	-15.1	.	-2.3	.	1.2	-2.2
CCC(=O)N1CC2(C1)[C@H](c1ccc(-c3ccc(C)cc3)cc1)[C@@H](CO)N2S(C)(=O)=O	3.8	7.0	.	.	-0.6	7.2	.
CCCCCCCCN1C(=O)[C@H](CC(=O)NCCCC)C[C@@]2(C(=O)OC)CC(C)(C)CC=C12	8.5	-4.5	8.2	.	2.7	2.2	-8.3
COc1ccc(C(=O)N/C(=C/c2cccs2)c2nc3ccccc3[nH]2)cc1OC	2.7	-5.9	-5.6	3.0	1.7	4.3	-1.4
Cc1noc(C)c1S(=O)(=O)N(C)C[C@@H]1Oc2ccc(NS(C)(=O)=O)cc2CC(=O)N([C@H](C)CO)C[C@@H]1C	13.3	-3.2	14.7	1.6	-0.7	-0.3	3.6

Single values from the list.
Entry of O=C(N[C@H]1CC[C@H](CCNS(=O)(=O)c2ccc(F)cc2)O[C@H]1CO)C1CC1 under LGR2 inh: 4.2
Entry of COc1ccc(C(=O)N/C(=C/c2cccs2)c2nc3ccccc3[nH]2)cc1OC under Casp6 inh: 1.7
Entry of Cc1noc(C)c1S(=O)(=O)N(C)C[C@@H]1Oc2ccc(NS(C)(=O)=O)cc2CC(=O)N([C@H](C)CO)C[C@@H]1C under DENV2 CPE: -0.3

New compounds follow:
SMILES	LGR2 inh	EWS-Fli block	PAX8 inh HTS	ARNT TACC3 PPI	Casp6 inh	DENV2 CPE	SIRT5 block
CC1(C)C(=O)Nc2ccccc2N1C(=O)COC(=O)Cc1ccc(Cl)c(Cl)c1	-11.6	-3.6	-6.2	2.1	1.1	-11.5	0.4
Cc1noc(C)c1NC(=O)Nc1ccc2c(c1)C(=O)N([C@@H](C)CO)C[C@H](C)[C@@H](CN(C)Cc1ccc(C(=O)O)cc1)O2	0.0	-10.5	.	-3.9	1.9	-2.6	-5.3
CCOC(=O)C(NC(=O)Nc1ccc(O)cc1)(c1ccccc1)C(F)(F)F (stereo not given)	3.4	.	-7.5	-4.2	.	.	.
Cc1ccc2c(c1)c(/C=C/c1cc[n+](C)cc1)c(C)n2C	7.4	57.1*	?	.	-20.6	-6.3	6.4
O=C(c1ccc(S(=O)(=O)Nc2cccc(C(F)(F)F)c2)cc1)N1CCOCC1	3.6	.	18.8	-7.6	-2.2	1.3	0.9
C[C@@H]1CN([C@H](C)CO)C(=O)c2cccc(NS(=O)(=O)c3cn(C)cn3)c2O[C@@H]1CN(C)S(=O)(=O)c1ccc(Cl)cc1	-5.0	-5.8	-0.1	-25.7	1.2	-8.9	5.1
CCOC(=O)C1CCCN(C(=O)c2cc(C(C)(C)C)nn2C)CC1 (stereo not given)	-3.4	-15.5	-8.8	.	-1.9	1.2	.
COCCNc1nc(Oc2ccc(C(N)=O)cc2)c2sccc2n1	-23.7	-6.6	-16.7	.	-2.6	9.8	.
CN(C(=O)COc1ccccc1C(=O)NCc1ccccc1)C1CCS(=O)(=O)C1 (stereo not given)	9.8	1.6	7.5	-0.8	26.5	-1.7	1.3
CCOc1ccc(S(=O)(=O)NC(C)C(=O)NCc2ccccn2)cc1 (stereo not given)	3.7	-1.6	7.1	.	-0.1	3.1	1.6
O=C(N/N=C/c1ccc[nH]1)c1cccc([N+](=O)[O-])c1	12.5	.	-8.7	-1.1	.	.	.
CSC[C@H]1CN(Cc2cccnc2)C(=O)[C@@H]1CC(=O)Nc1ccc(Br)cc1	-14.0	4.7	6.6	.	1.7	-5.4	-1.1
CC(C)/C=C/C(=O)N1CCC(N2CCC(C(=O)NCc3ccccn3)CC2)CC1	19.9	.	-0.9	0.5	-7.0	17.2	-3.2
CCCCc1c(-c2ccccc2OC)ncn1Cc1ccccc1Cl	44.9	1.6	7.7	.	1.2	-4.0	.
COC(=O)c1ccccc1NC(=O)CNc1ccc(F)c(S(=O)(=O)N2CCOCC2)c1	-10.6	-5.7	9.1	2.3	0.5	.	-5.6
Cc1ccc(C)c(OCCCNC2CCCC2)c1C	19.6	4.2	-13.2	.	-4.2	?	0.3
C/C=C/c1cnc2c(c1)C(=O)N([C@@H](C)CO)C[C@@H](C)[C@H](CN(C)C(=O)Nc1cccc(OC)c1)O2	-18.8	-2.2	-10.3	-9.8	-3.0	-3.8	4.4
CCc1ccc(NC(=O)C[n+]2cc(-c3ccc(C)cc3)n3c2CCC3)cc1	-10.0	36.5	58.7	.	-8.6	9.5	1.8
NS(=O)(=O)c1cc(C(=O)OCC(=O)NNC(=O)c2ccccc2)ccc1Cl	-8.1	0.5	1.5	-3.2	11.5	-8.4	0.1
Cc1cc(Nc2ccc(Cl)cc2)nc(NCc2ccccc2)n1	-12.7	.	8.6	2.7	.	.	.

An excerpt of these results, with bars between the fields:
SMILES | LGR2 inh | EWS-Fli block | PAX8 inh HTS | ARNT TACC3 PPI | Casp6 inh | DENV2 CPE | SIRT5 block
Cc1ccc(C)c(OCCCNC2CCCC2)c1C | 19.6 | 4.2 | -13.2 | . | -4.2 | ? | 0.3
C/C=C/c1cnc2c(c1)C(=O)N([C@@H](C)CO)C[C@@H](C)[C@H](CN(C)C(=O)Nc1cccc(OC)c1)O2 | -18.8 | -2.2 | -10.3 | -9.8 | -3.0 | -3.8 | 4.4
CCc1ccc(NC(=O)C[n+]2cc(-c3ccc(C)cc3)n3c2CCC3)cc1 | -10.0 | 36.5 | 58.7 | . | -8.6 | 9.5 | 1.8
NS(=O)(=O)c1cc(C(=O)OCC(=O)NNC(=O)c2ccccc2)ccc1Cl | -8.1 | 0.5 | 1.5 | -3.2 | 11.5 | -8.4 | 0.1

Additional records.
SMILES	LGR2 inh	EWS-Fli block	PAX8 inh HTS	ARNT TACC3 PPI	Casp6 inh	DENV2 CPE	SIRT5 block
CC(=O)c1ccc(N2CCN(C(=O)c3ccccc3SCC(=O)NCc3ccco3)CC2)c(F)c1	-18.4	4.0	9.2	1.5	-1.0	-0.8	0.5
CCc1nc2oc3ccccc3c(=O)c2c(=O)n1-c1ccc(C)cc1	-89.9	-65.2	-41.0	.	6.9	-2.0	-2.4
COCc1cn(CC[C@H]2CC[C@@H](NC(=O)Nc3ccc(OC)cc3)[C@H](CO)O2)nn1	-3.9	-4.6	-3.1	6.7	2.9	-2.7	-2.5
COc1ccc([N+](=O)[O-])c(O)c1C(C)=O	5.3	3.7	0.3	0.3	-2.8	1.6	-3.5
CCCCn1c(N)c(N(CCOC)C(=O)c2nn(CC)c(=O)c3ccccc23)c(=O)[nH]c1=O	-2.9	2.0	-7.7	-10.8	0.1	5.9	-1.3
Nc1nc(NCCOCCO)nc(N2CCCCCC2)c1[N+](=O)[O-]	-4.2	3.7	-1.4	3.0	1.1	?	2.0
C[C@H](CO)N1C[C@H](C)[C@H](CN(C)C(=O)CC2CC2)Oc2cc(-c3ccccc3)ccc2S1(=O)=O	-4.4	-0.1	3.1	-2.9	1.5	-5.5	-2.3
CCC(=O)Nc1nnc(S(=O)(=O)N(CC)c2ccc(Cl)cc2)s1	-2.2	2.9	-1.8	-8.0	4.6	-8.8	-8.6
CC(=O)CCc1ccc(OCC(=O)Nc2cccc(S(=O)(=O)N(C)c3ccccc3)c2)cc1	3.6	-2.0	-5.8	0.3	-2.0	2.8	16.9*
CCc1nc2cc(Cl)c(Cl)cc2nc1CC	1.8	-0.9	5.8	-5.4	1.8	-5.3	-0.6
O=C(CC1CC1)N1[C@H](CO)[C@H]2c3ccccc3N(S(=O)(=O)c3ccc(F)cc3)C[C@H]21	-5.7	8.9	1.9	-0.4	2.4	9.4	3.1
CCNC(=S)NC(=NCc1cccnc1)Nc1nc(C)cc(C)n1	-7.6	9.0	36.5	21.1	-0.4	-6.3	1.9
O=C(COC(=O)CNC(=O)c1ccccc1F)Nc1nnc(-c2ccccc2)o1	3.0	-1.0	-8.1	41.2	-0.5	8.1	0.4
CC1=C(C#N)C(=O)NC(=O)/C1=C\c1ccc(-c2ccc(C)cc2[N+](=O)[O-])o1	0.6	18.8	-1.8	3.2	.	1.2	13.2
